Source: PubChem BioAssay
Dengue-2 NS5 capping: Dengue-2 NS5 methyltransferase inhibitors, primary screen, biochemical, confirmation dose response (AID 588689); actives 0.3% (n = 340,000); inhibition, % at 25 µM; hits with a dose series show IC50 in µM; Genome polyprotein (Dengue virus type 2 (strain 16681-PDK53)); Dengue-2 NS5 methyltransferase capping enzyme assay, biochemical; higher % means a stronger effect; in the data active means a potency from the dose series; inconclusive means inhibition above about 29% without an active follow-up result
Rac1 GTP hydrolysis: MgcRacGAP GTPase-activating activity inhibitors, confirmation, biochemical, ADP Hunter fluorescence; actives 0.6% (n = 340,000); MgcRacGAP-stimulated Rac1 GTP hydrolysis, ADP Hunter fluorescence; higher % means a stronger effect; GST-tagged Rac1 F28L mutant substrate; inhibition, % at 30 µM, or IC50 in µM where a hit was titrated; Rac GTPase-activating protein 1 (Homo sapiens);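 active means first-screen hits whose inhibition reached a set limit at any dose in the follow-up dose series; inconclusive means inhibition above the set first-screen limit but never retested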;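 further: fluorescence reports GDP produced by GAP-driven GTP hydrolysis; strong numbers were not always called active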
Active calls of the source: *.

Screening C[C@H](CO)N1C[C@H](C)[C@@H](CN(C)S(=O)(=O)c2ccc(-n3cccn3)cc2)OCc2cnnn2CCCC1=O returned Dengue-2 NS5 capping 1% and Rac1 GTP hydrolysis 6%.
For CCCCN1C(=O)C(CC(=O)NC(c2ccccc2)c2ccccc2)CC(C(=O)N2CCOCC2)=C1C (stereo unspecified) the results were Dengue-2 NS5 capping -2% and Rac1 GTP hydrolysis 4%.
CC1=C(C(=O)N(C)C)CC(CC(=O)NCCN2CCOCC2)C(=O)N1Cc1ccccc1 (stereo unspecified) was read as Dengue-2 NS5 capping 4% and Rac1 GTP hydrolysis 16%.
Screening Cc1ccc([C@H]2C[C@@H](O)[C@H](n3cc(C4CC4)nn3)CN2Cc2cccs2)cc1 returned Dengue-2 NS5 capping 6% and Rac1 GTP hydrolysis 10%.
COc1ccccc1NC(=O)N(C)C[C@@H]1OCc2cnnn2CCCC(=O)N([C@@H](C)CO)C[C@H]1C was read as Dengue-2 NS5 capping -3% and Rac1 GTP hydrolysis 18%.
C[C@H](CO)N1C[C@H](C)[C@@H](CN(C)Cc2cccnc2)Oc2ncc(-c3cccc(C#N)c3)cc2C1=O was read as Dengue-2 NS5 capping -3% and Rac1 GTP hydrolysis 13%.
For COc1cccc(N2CCN(C(=O)c3cccc(S(=O)(=O)N4CCCC4)c3)CC2)c1 the results were Dengue-2 NS5 capping 2% and Rac1 GTP hydrolysis 10%.
Cc1ccsc1/C=C1\Oc2cc(O)ccc2C1=O was read as Dengue-2 NS5 capping inconclusive and Rac1 GTP hydrolysis 15%.
For O=C(OCc1ccccc1)N1CCC2CC1c1ccc(Cl)cc12 (stereo unspecified) the results were Dengue-2 NS5 capping 1% and Rac1 GTP hydrolysis 6%.
COc1cccc(NC(=O)N(C)C[C@H]2OCc3cnnn3CCCC(=O)N([C@H](C)CO)C[C@@H]2C)c1 was read as Dengue-2 NS5 capping 1% and Rac1 GTP hydrolysis 11%.
For COc1cccc(-c2cccc(NC(=O)C3CCN(CCCn4cccn4)CC3)c2)c1 the results were Dengue-2 NS5 capping 5% and Rac1 GTP hydrolysis -20%.
Screening C[C@@H]1CN([C@H](C)CO)S(=O)(=O)c2ccc(C#C[C@@H](C)O)cc2O[C@@H]1CN(C)Cc1ccc(-c2ccccc2)cc1 returned Dengue-2 NS5 capping -3% and Rac1 GTP hydrolysis 12%.

Structural class, the entries above with an aryl methoxy group
COc1ccccc1NC(=O)N(C)C[C@@H]1OCc2cnnn2CCCC(=O)N([C@@H](C)CO)C[C@H]1C was read as Dengue-2 NS5 capping -3% and Rac1 GTP hydrolysis 18%.
For COc1cccc(N2CCN(C(=O)c3cccc(S(=O)(=O)N4CCCC4)c3)CC2)c1 the results were Dengue-2 NS5 capping 2% and Rac1 GTP hydrolysis 10%.
COc1cccc(NC(=O)N(C)C[C@H]2OCc3cnnn3CCCC(=O)N([C@H](C)CO)C[C@@H]2C)c1 was read as Dengue-2 NS5 capping 1% and Rac1 GTP hydrolysis 11%.
For COc1cccc(-c2cccc(NC(=O)C3CCN(CCCn4cccn4)CC3)c2)c1 the results were Dengue-2 NS5 capping 5% and Rac1 GTP hydrolysis -20%.

Later entries
`Cc1ccc(-c2nn(-c3ccccc3)cc2C(=O)Nc2cccc(S(=O)(=O)NC3=NCCC3)c2)cc1` gave Dengue-2 NS5 capping -5% and Rac1 GTP hydrolysis 14%.
For C[C@@H]1CN([C@@H](C)CO)C(=O)CCCn2nncc2CO[C@H]1CN(C)C(=O)Nc1ccc2c(c1)OCO2 the results were Dengue-2 NS5 capping -10% and Rac1 GTP hydrolysis 4%.
COC(=O)C[C@H]1C[C@@H]2c3cc(N(C)C)ccc3O[C@@H]2[C@H](CO)O1 was read as Dengue-2 NS5 capping 6% and Rac1 GTP hydrolysis inconclusive.
`COc1ccc(OCc2cc(C(=O)NC(C)c3nc(C)cs3)no2)c(Cl)c1` (stereo unspecified) gave Dengue-2 NS5 capping 8% and Rac1 GTP hydrolysis 7%.
For O=C(Nc1ccc2c3c(cccc13)CC2)c1ccccc1 the results were Dengue-2 NS5 capping -3% and Rac1 GTP hydrolysis 7%.
For C[C@@H]1CN([C@@H](C)CO)C(=O)CCCn2nncc2CO[C@H]1CN(C)C(=O)c1ccc(N2CCN(C)CC2)cc1 the results were Dengue-2 NS5 capping 3% and Rac1 GTP hydrolysis -2%.
`O=C(NCCc1ccccc1)c1ccccc1C(F)(F)F` gave Dengue-2 NS5 capping 1% and Rac1 GTP hydrolysis 9%.
For CNC(=O)C[C@H]1C(=O)N(C2CCCCC2)C[C@@H]1CSC the results were Dengue-2 NS5 capping 4% and Rac1 GTP hydrolysis 17%.
`COc1ccc([C@H]2C[C@@H](n3cc(-c4ccc(F)cc4)nn3)[C@H](O)CN2Cc2cccs2)cc1` gave Dengue-2 NS5 capping -1% and Rac1 GTP hydrolysis -8%.
For Cc1cn([C@H]2C[C@H](O)[C@@H](CNC(=O)CNC(=O)CN)O2)c(=O)[nH]c1=O the results were Dengue-2 NS5 capping 2% and Rac1 GTP hydrolysis 8%.
CCOc1cc(N2CCOCC2)c(OCC)cc1NC(=O)COC(=O)c1c(C)noc1C was read as Dengue-2 NS5 capping 4% and Rac1 GTP hydrolysis 11%.
`C[C@H](CO)N1C[C@H](C)[C@@H](CN(C)Cc2ccccn2)Oc2ncc(Br)cc2C1=O` gave Dengue-2 NS5 capping 2% and Rac1 GTP hydrolysis -3%.
For O=C(COC(=O)c1ccc(S(=O)(=O)N2CCCC2)cc1)Nc1ccccc1Cl the results were Dengue-2 NS5 capping 5% and Rac1 GTP hydrolysis 9%.
`Cc1ccc(S(=O)(=O)N(C)c2ccc(C(=O)NCC(c3ccccc3)N3CCCC3)cc2)cc1` (stereo unspecified) gave Dengue-2 NS5 capping -8% and Rac1 GTP hydrolysis 5%.
Screening COCCn1c(=S)[nH]c2cc(C(=O)NC3CCCCC3C)ccc2c1=O (stereo unspecified) returned Dengue-2 NS5 capping -5% and Rac1 GTP hydrolysis 14%.
Fc1ccc(-c2nc3c4ccccc4ccn3c2Cc2ccccc2)cc1 was read as Dengue-2 NS5 capping 1% and Rac1 GTP hydrolysis 16%.
For CCOc1ccc(/C=C/C(=O)N(CC)CC(=O)Nc2c(F)cccc2F)cc1OC the results were Dengue-2 NS5 capping -9% and Rac1 GTP hydrolysis 9%.
Screening c1ccc(Cc2c(-c3ccccc3)nc3c4ccccc4ccn23)cc1 returned Dengue-2 NS5 capping 1% and Rac1 GTP hydrolysis 15%.
For CCN1C(=O)[C@H]2[C@@H](c3ccc(C(F)(F)F)cc3)N[C@]3(CCCN(Cc4ccco4)C3=O)[C@H]2C1=O the results were Dengue-2 NS5 capping -7% and Rac1 GTP hydrolysis 4%.
Screening O=C1CCC2c3[nH]c4ccccc4c3CCN12 (stereo unspecified) returned Dengue-2 NS5 capping 1% and Rac1 GTP hydrolysis 4%.
For COCC(=O)N(C)C[C@@H]1Oc2cc(Br)ccc2S(=O)(=O)N([C@H](C)CO)C[C@H]1C the results were Dengue-2 NS5 capping 0% and Rac1 GTP hydrolysis 14%.
`CC(=O)NCCc1ccc(C(=O)COC(=O)c2ccc(C)s2)cc1` gave Dengue-2 NS5 capping -10% and Rac1 GTP hydrolysis 1%.
Screening COc1ccc(N2C[C@H](C)[C@@H](CC(=O)Nc3ccc(Br)cc3)C2=O)cc1 returned Dengue-2 NS5 capping -7% and Rac1 GTP hydrolysis 18%.
`C[C@H](CO)N1C[C@H](C)[C@H](CN(C)C(=O)Nc2ccnc(N3CCOCC3)c2)OCc2cnnn2CCCC1=O` gave Dengue-2 NS5 capping 0% and Rac1 GTP hydrolysis 12%.
`Cc1ccc(NC(=O)CN2C(=O)NC3(CCCCC3C)C2=O)cc1S(=O)(=O)N1CCOCC1` (stereo unspecified) gave Dengue-2 NS5 capping 1% and Rac1 GTP hydrolysis 12%.
For Cc1cc(C)c(NC(=O)CN2CCN(S(=O)(=O)c3ccc4c(c3)OCCO4)CC2)c(C)c1 the results were Dengue-2 NS5 capping -4% and Rac1 GTP hydrolysis 5%.
O=Cc1cn(CCOc2ccc(F)cc2)c2ccccc12 was read as Dengue-2 NS5 capping -9% and Rac1 GTP hydrolysis 5%.
Screening CCCOc1ccc(C2C(C(=O)c3ccco3)=C(O)C(=O)N2CCCn2ccnc2)cc1OC (stereo unspecified) returned Dengue-2 NS5 capping 0% and Rac1 GTP hydrolysis 10%.
Cc1ccc(S(=O)(=O)N2CCCCC2)cc1NC(=O)C1CCN(C(=O)OC(C)(C)C)CC1 was read as Dengue-2 NS5 capping 0% and Rac1 GTP hydrolysis 15%.
COc1ccccc1CNc1cccc(C)n1 was read as Dengue-2 NS5 capping 3% and Rac1 GTP hydrolysis 9%.
For COc1ccc(S(=O)(=O)N2CCN(C(=O)c3cccc(S(=O)(=O)N4CCCC4)c3)CC2)cc1 the results were Dengue-2 NS5 capping 2% and Rac1 GTP hydrolysis 3%.
Screening C#Cc1cccc(C(=O)N(Cc2cccnc2)CC2CCCN(C3CCCCC3)C2)c1 (stereo unspecified) returned Dengue-2 NS5 capping 2% and Rac1 GTP hydrolysis 2%.
Cc1ccccc1S(=O)(=O)N(C)C[C@@H]1OCc2cnnn2CCCC(=O)N([C@H](C)CO)C[C@H]1C was read as Dengue-2 NS5 capping -1% and Rac1 GTP hydrolysis 4%.
`C#CCN(C[C@H]1[C@H](OC(=O)NCc2ccccc2)[C@H](OC(=O)NCc2ccccc2)C[C@H]2C(=O)N(c3ccccc3)C(=O)[C@@H]12)S(=O)(=O)c1ccc(C)cc1` gave Dengue-2 NS5 capping -9% and Rac1 GTP hydrolysis 9%.
Screening O=C(COn1nnc2ccc(S(=O)(=O)N3CCOCC3)cc21)NCc1cccc(Cl)c1 returned Dengue-2 NS5 capping -6% and Rac1 GTP hydrolysis 14%.
For Cn1c(=O)c2c(ncn2CC(=O)OCC(=O)c2ccc(OC(F)F)cc2OC(F)F)n(C)c1=O the results were Dengue-2 NS5 capping -4% and Rac1 GTP hydrolysis 7%.
For CC(=O)Nc1ccc(S(=O)(=O)NC(C)C(=O)OCC(=O)Nc2ccc(F)cc2Cl)cc1 (stereo unspecified) the results were Dengue-2 NS5 capping -3% and Rac1 GTP hydrolysis 5%.
CC1(C)CN(C2CCCCC2)C(=O)[C@H]1CC(=O)Nc1ccc(Br)cc1 was read as Dengue-2 NS5 capping -9% and Rac1 GTP hydrolysis 9%.
For O=C(CCC1CCN(C(=O)C2CC=CCC2)CC1)Nc1ccccc1 (stereo unspecified) the results were Dengue-2 NS5 capping -7% and Rac1 GTP hydrolysis 12%.
For COCCCN1C(=O)C(CC(=O)NCc2ccco2)CC(C(=O)N2CCOCC2)=C1C (stereo unspecified) the results were Dengue-2 NS5 capping -3% and Rac1 GTP hydrolysis 5%.
Screening CC(C)(C)OC(=O)NCCc1onc(-c2cccc([N+](=O)[O-])c2)c1C(=O)O returned Dengue-2 NS5 capping 2% and Rac1 GTP hydrolysis 19%.
Screening COc1ccc(C(C#N)=Cc2cccc(OC)c2OC)cc1 returned Dengue-2 NS5 capping 2% and Rac1 GTP hydrolysis 7%.
For Cc1cccc(C(=Cc2ccc([N+](=O)[O-])cc2)C(=O)O)c1 the results were Dengue-2 NS5 capping 5% and Rac1 GTP hydrolysis 4%.
`CC[C@@H](NCCCn1cnc2c(SC)ncnc21)c1ccccc1` gave Dengue-2 NS5 capping 0% and Rac1 GTP hydrolysis 15%.
For Cc1ccc(S(=O)(=O)Nc2ccccn2)c(C)c1 the results were Dengue-2 NS5 capping -4% and Rac1 GTP hydrolysis 5%.
CN(C(=O)COC(=O)c1cccc(S(=O)(=O)N2CCCCCC2)c1)c1ccccc1 was read as Dengue-2 NS5 capping -1% and Rac1 GTP hydrolysis 7%.
Screening O=C(Nc1ccccc1Cl)OCC#CCOC(=O)Nc1ccccc1Cl returned Dengue-2 NS5 capping 3% and Rac1 GTP hydrolysis 11%.
`CN(C1CCCCC1)S(=O)(=O)c1ccc(SCC(N)=O)nc1` gave Dengue-2 NS5 capping -8% and Rac1 GTP hydrolysis 10%.

Filtered by structure: the entries above containing a CF3 group
`O=C(NCCc1ccccc1)c1ccccc1C(F)(F)F` gave Dengue-2 NS5 capping 1% and Rac1 GTP hydrolysis 9%.
For CCN1C(=O)[C@H]2[C@@H](c3ccc(C(F)(F)F)cc3)N[C@]3(CCCN(Cc4ccco4)C3=O)[C@H]2C1=O the results were Dengue-2 NS5 capping -7% and Rac1 GTP hydrolysis 4%.

New compounds follow:
`O=C(CCSc1nc(-c2ccccc2)c(-c2ccccc2)o1)N1CCCCC1` gave Dengue-2 NS5 capping -5% and Rac1 GTP hydrolysis 7%.
COc1ccc(Br)cc1/C=N/NS(=O)(=O)c1ccccc1 was read as Dengue-2 NS5 capping 13% and Rac1 GTP hydrolysis 10%.
Screening C[C@H]1CN([C@@H](C)CO)C(=O)c2cc(C#CCC3CCCC3)cnc2O[C@@H]1CN(C)C(=O)CC1CC1 returned Dengue-2 NS5 capping -8% and Rac1 GTP hydrolysis 6%.
`COc1ccc(C(=O)CC(Sc2ccccc2N)c2ccc(OC)cc2)cc1` (stereo unspecified) gave Dengue-2 NS5 capping -5% and Rac1 GTP hydrolysis 18%.
For O=P(O)(Cc1ccccc1)c1ccccc1 the results were Dengue-2 NS5 capping -3% and Rac1 GTP hydrolysis 2%.
Screening CCCCCCN1C[C@@H](O)[C@H](n2cc(-c3ccc(F)cc3)nn2)C[C@@H]1c1ccc(OC)cc1 returned Dengue-2 NS5 capping -3% and Rac1 GTP hydrolysis 16%.
Screening Cc1cccc(NC(=O)c2nc[nH]c2C(=O)N[C@@H](C)CO)c1 returned Dengue-2 NS5 capping -6% and Rac1 GTP hydrolysis 7%.
Screening C[C@@H]1CN([C@@H](C)CO)C(=O)CCCn2nncc2CO[C@H]1CN(C)Cc1cccc(O)c1 returned Dengue-2 NS5 capping -8% and Rac1 GTP hydrolysis 5%.

The list is partial; the hit share may differ from the screen's.
